PriA SSB inh: inhibitors of Klebsiella pneumoniae PriA binding to SSB C-terminal tail | AlphaScreen SSBct-PriA binding, biotinylated peptide | inhibition, % at 33 µM | 0.6% of 430,000 active | AID 1272365; in the data active means inhibition mostly above about 37%, no sharp cut-off; inactive means mostly below about 20%;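 further: plate controls were negative control peptide for no effect and reference peptide for full effect; strong numbers were not always called active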
TcdB GH inh: inhibitors of Clostridioides difficile toxin B glycohydrolase; P18177; inhibition, % at 9.99 µM; TcdB glycohydrolase enzymatic assay, plate reader; 0.24% of 350,000 active; in the data active means inhibition above about 10%
Target sequence (P18177 whole entry, looked up): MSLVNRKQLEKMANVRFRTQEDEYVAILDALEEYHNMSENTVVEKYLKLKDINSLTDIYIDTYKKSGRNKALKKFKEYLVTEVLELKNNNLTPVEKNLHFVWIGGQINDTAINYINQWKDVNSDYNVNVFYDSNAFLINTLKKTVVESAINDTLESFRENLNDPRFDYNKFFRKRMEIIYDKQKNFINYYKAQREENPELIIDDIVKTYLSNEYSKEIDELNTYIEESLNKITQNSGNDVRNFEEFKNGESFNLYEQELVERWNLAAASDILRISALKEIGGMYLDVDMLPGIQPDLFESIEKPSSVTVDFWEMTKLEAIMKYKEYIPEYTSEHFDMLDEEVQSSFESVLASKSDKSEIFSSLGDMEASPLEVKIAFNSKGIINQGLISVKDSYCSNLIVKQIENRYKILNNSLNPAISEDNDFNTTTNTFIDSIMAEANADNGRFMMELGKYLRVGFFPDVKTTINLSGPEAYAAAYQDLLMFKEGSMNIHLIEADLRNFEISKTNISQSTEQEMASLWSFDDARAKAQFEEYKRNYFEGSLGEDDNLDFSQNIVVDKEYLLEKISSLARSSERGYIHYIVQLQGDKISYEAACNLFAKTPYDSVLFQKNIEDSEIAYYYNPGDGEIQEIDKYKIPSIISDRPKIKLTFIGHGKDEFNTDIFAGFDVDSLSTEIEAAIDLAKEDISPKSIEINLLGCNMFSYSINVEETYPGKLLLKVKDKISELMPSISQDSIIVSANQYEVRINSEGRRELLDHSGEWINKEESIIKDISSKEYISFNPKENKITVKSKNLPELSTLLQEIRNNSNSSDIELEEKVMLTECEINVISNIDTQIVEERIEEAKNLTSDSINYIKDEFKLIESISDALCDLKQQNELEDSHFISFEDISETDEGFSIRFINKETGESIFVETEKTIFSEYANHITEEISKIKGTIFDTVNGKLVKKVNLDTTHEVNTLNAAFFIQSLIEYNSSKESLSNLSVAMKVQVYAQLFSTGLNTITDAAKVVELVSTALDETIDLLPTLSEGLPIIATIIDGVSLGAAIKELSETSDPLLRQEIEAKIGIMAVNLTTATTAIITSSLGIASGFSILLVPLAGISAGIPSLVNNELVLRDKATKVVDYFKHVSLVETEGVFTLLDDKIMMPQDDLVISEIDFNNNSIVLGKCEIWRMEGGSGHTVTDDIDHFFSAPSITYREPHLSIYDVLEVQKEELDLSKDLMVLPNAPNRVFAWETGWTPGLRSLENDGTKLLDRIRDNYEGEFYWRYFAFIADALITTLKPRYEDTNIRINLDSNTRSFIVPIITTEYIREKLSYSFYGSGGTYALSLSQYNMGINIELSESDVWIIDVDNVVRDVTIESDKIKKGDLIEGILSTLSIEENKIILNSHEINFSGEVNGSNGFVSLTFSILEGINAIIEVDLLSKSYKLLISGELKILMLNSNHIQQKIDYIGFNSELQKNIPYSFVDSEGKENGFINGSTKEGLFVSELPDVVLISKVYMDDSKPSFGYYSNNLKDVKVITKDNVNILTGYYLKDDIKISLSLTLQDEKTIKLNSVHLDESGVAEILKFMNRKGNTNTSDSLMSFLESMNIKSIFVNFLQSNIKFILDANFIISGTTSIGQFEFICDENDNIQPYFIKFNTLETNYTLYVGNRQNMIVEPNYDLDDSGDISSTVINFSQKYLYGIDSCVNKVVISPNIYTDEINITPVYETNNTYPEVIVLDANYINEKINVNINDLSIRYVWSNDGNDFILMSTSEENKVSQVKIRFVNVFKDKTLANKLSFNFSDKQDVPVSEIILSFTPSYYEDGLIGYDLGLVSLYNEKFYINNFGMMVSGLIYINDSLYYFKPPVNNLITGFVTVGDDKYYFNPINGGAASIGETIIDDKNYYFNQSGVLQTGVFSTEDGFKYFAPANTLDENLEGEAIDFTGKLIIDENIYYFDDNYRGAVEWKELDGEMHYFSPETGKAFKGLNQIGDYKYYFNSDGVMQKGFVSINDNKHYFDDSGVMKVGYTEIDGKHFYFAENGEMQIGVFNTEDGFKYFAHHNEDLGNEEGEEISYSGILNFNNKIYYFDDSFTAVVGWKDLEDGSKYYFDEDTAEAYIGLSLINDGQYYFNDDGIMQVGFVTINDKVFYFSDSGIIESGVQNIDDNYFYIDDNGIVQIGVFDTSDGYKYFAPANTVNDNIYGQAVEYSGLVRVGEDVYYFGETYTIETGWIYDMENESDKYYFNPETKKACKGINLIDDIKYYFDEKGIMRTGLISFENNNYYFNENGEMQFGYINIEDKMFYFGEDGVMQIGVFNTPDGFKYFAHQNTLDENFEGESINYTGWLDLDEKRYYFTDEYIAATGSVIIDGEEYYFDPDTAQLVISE
Vc quorum ag: inducers of Vibrio cholerae quorum light production without autoinducers | V. cholerae BH1578 lux reporter, luminescence, 6 h | AID 588436 | activation, % at 18.7 µM | 0.16% of 350,000 active; in the data active means activation mostly above about 9.7%, no sharp cut-off; inconclusive means no clear call, values can overlap the other calls; inactive means mostly below about 3.7%; further: not every result past the cut was called active; inactives centre near 0; reference of the scale not given here
BoNT A protease: blocks Botulinum neurotoxin A light chain protease | AID 588499 | 0.17% of 360,000 active | inhibition, % at 10 µM | multiplex microsphere protease substrate cleavage, flow cytometry; further: plate controls were buffer without enzyme for full effect and enzyme alone for no effect
3CLpro inhibitor: SARS-CoV 3CLpro protease inhibition. P0C6X7. recombinant SARS-CoV 3CLpro, quenched FRET peptide cleavage. inhibition, % at 6 µM. 0.14% of 290,000 active. AID 1706; in the data active means inhibition above about 12%
Y pestis TopoI: Y. pestis Topo-I inhibition via cleavage products; activity, % at 10 µM; AID 504884; Y. pestis Topo-I cleavage product accumulation, plate reader; 0.064% of 360,000 active; in the data active means activity above about 50%, passing the limit was not always enough; inconclusive means no clear call, values can overlap the other calls; further: inactives centre near 2
Anthrax LF inh2: inhibitors of Bacillus anthracis lethal factor protease; P15917; multiplex microsphere protease cleavage assay, LF; inhibition, % at 10 µM; 0.12% of 360,000 active; AID 588501; further: plate controls were buffer without enzyme for full effect and enzyme alone for no effect
CCHFV vOTU inh: CCHFV vOTU protease inhibition. Pep-AMC fluorescence. inhibition, % at 11.5 µM. 0.55% of 370,000 active; in the data active means inhibition above about 30%; further: 0% = vehicle wells with enzyme and 100% = no enzyme wells
DUSP3 inh: inhibitors of human VHR1 phosphatase (DUSP3). recombinant VHR phosphatase, pNPP absorbance. inhibition, % at 13.3 µM. AID 1654. 0.52% of 290,000 active. P51452; in the data active means inhibition above about 50%; further: some compounds called inactive have numbers as strong as hits
PfHsp40 rescue: restores yeast growth despite PfHsp40 toxicity; growth rescue, % at 12.5 µM; 0.68% of 340,000 active; S. cerevisiae expressing PfHsp40, growth rescue, ATP luminescence; in the data active means growth rescue above about 28%, passing the limit was not always enough; inconclusive means no clear call, values can overlap the other calls;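 further: yeast W303a lacking pdr1 and pdr3 grown in galactose medium; growth measured after three days at 30 °C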
* hit, by the source's call; i = inactive; ? = inconclusive; . = no result given; & = joins results of further samples. Unless noted, no stated cut-off is given here; in the data, active means inhibition above about 30%; inconclusive means no clear call, values can overlap the other calls; inactive means below that.

SMILES	PriA SSB inh	TcdB GH inh	Vc quorum ag	BoNT A protease	3CLpro inhibitor	Y pestis TopoI	Anthrax LF inh2	CCHFV vOTU inh	DUSP3 inh	PfHsp40 rescue
O=S(=O)(Nc1ccccc1Cl)c1ccc(-c2ccccn2)s1	-10.2	3.5	-0.5	-0.7	.	5.7	11.9	2.6	.	7.2
OC(CN1CCCC1)Cn1ccc2ccccc21 (stereo unspecified)	7.3	-1.9	-5.6	0.5	-5.6	-5.4	-4.2	-8.9	7.2	-0.3
O=C(CCN1C(=O)/C(=C/c2ccccc2)SC1=S)Nc1cccnc1	6.9	0.3	0.1	-0.5	2.9	3.2	0.0	3.5	19.6	0.2
COc1ccc2nc(NC(=O)CSc3nnnn3C)sc2c1	-0.2	0.9	i	0.2	-1.4	6.8	2.4	12.1	7.3	-0.5
CCOC(=O)c1nnn(-c2nonc2N)c1CS(=O)(=O)c1ccccc1	-3.6	.	-0.7	-0.4	-10.2	2.1	-1.8	-4.2	25.5	0.6
CC(C)(C)C1CCC(C(=O)Nc2ccc(N3CCOCC3)cc2N2CCOCC2)CC1 (stereo unspecified)	-22.1	0.8	-0.3	-1.2	.	-2.1	-3.7	1.8	.	1.8
CCC(C)(C)NC(=O)C(c1ccc(OC)cc1)N(C(=O)CCC(=O)Nc1cc(C)on1)c1cc(OC)ccc1OC (stereo unspecified)	2.5	0.5	-0.3	0.1	2.1	20.9	-1.1	16.6	36.0	0.5
Cc1cccc(NC(=O)CN2C(=O)N/C(=C\c3ccc(N4CCOCC4)cc3)C2=O)c1	-12.3	2.0	-0.6	0.3	-0.3	-9.1	2.4	-5.8	3.4	-1.4
CC(C)CNC1CCS(=O)(=O)C1 (stereo unspecified)	-10.4	0.8	-0.3	1.2	1.4	-2.3	9.7	4.5	15.0	-0.7
CCCN1C(=O)N(C)C(N(O)C(=O)NC)C1(C)C (stereo unspecified)	-14.0	.	-2.6	0.0	-5.8	-8.5	0.3	8.2	28.5	1.4
COc1cc(OC)cc(C2=Cc3ccccc3C(CC(C)=O)N2c2ccc(-c3cccs3)cc2)c1 (stereo unspecified)	.	0.8	.	18.3	.	.	11.1	-1.7	.	.
Cc1ccc(-n2ncc3c2CCCC3NC(=O)CCc2c(C)noc2C)cc1C (stereo unspecified)	-10.8	1.7	i	2.4	-3.5	15.9	1.2	-1.1	-2.7	-0.8
O=C(C1=C[C@H](c2ccc(Br)cc2)C[C@H](OCCCCO)O1)N1CCN(Cc2ccc3c(c2)OCO3)CC1	-3.2	-2.7	-1.5	1.0	-0.3	13.5	-0.4	.	16.5	-1.2
O=C(c1ccc(NS(=O)(=O)c2ccc(Cl)c(Cl)c2)cc1)N1CCOCC1	0.9	1.7	0.0	-1.1	.	4.3	-1.8	-4.1	.	-0.7
OCc1nnn(-c2cccc(C(F)(F)F)c2)c1CO	-22.8	.	0.3	-0.1	2.1	5.9	-0.6	3.4	6.0	-0.1
Cc1ccccc1Cc1c(C)nc2nc(SCC(=O)NCCCN3CCCCC3)nn2c1C	6.0	.	-0.5	0.3	2.4	10.6	-1.6	.	57.6*	-1.6
COc1ccccc1N(C)S(=O)(=O)c1ccc(Cl)c(C(=O)NCC2(N(C)C)CCCCC2)c1	7.9	-0.4	-0.7	-6.7	.	4.6	0.0	-0.7	.	0.2
CC(=O)N1CCOc2ccc(S(=O)(=O)Nc3ccc(Cl)cn3)cc21	-9.0	-0.2	-5.8	-0.4	-0.6	2.1	-0.9	11.0	17.7	0.2
O=C(NNC(=S)Nc1ccc(Br)cc1)c1ccccc1Br	-6.3	-1.1	-0.2	-5.0	3.2	5.1	1.0	0.3	7.7	22.3
CCn1cc(Br)c(C(=O)Nc2ccc(F)cc2F)n1	-8.8	0.4	-1.2	.	3.0	-7.2	.	-9.7	25.0	1.4
COc1ccc(CN2C[C@@H](CO)O[C@@H](n3cnc4c(NCCCO)ncnc43)C2)cc1	.	1.2	-0.3	-0.4	.	0.0	1.9	-1.8	.	.
CN(C(=O)COC(=O)COc1ccc(Cl)cc1Cl)c1c(N)n(Cc2ccccc2)c(=O)[nH]c1=O	-5.5	-1.7	i	-1.0	.	5.2	2.4	-5.6	.	0.2
O=C(CSc1nc2ccc(Nc3nc(N4CCCC4)nc(N4CCCC4)n3)cc2s1)NCc1ccco1	4.7	-0.3	-0.8	?	4.8	5.0	-5.6	-1.9	13.8	-0.4
O=C(CSc1nc2ccccc2o1)c1ccccc1	-9.3	.	-0.6	-0.4	2.4	8.9	-5.1	4.7	-4.7	1.1
O=C1c2ccccc2[C@@H]2C[C@@H](O)[C@H](Nc3ccccc3)CCN12	-6.7	-2.3	i	-0.4	.	3.8	9.1	10.1	.	-0.7
C=CCC1(CC)C(=O)NC(=S)NC1=O	-6.0	0.9	1.2	0.0	.	-0.4	1.0	-2.4	.	-0.7
C[C@@H]1CCCCO[C@@H](CN(C)Cc2ccc(Cl)c(Cl)c2)[C@@H](C)CN([C@H](C)CO)C(=O)c2cc(NC(=O)CCC(F)(F)F)ccc2O1	.	-0.4&-0.6	i	-0.1	.	11.3	0.6	9.7	.	.
Cc1nnc(-n2ncc(C#N)c2N)c2nn(-c3cccc(Cl)c3)c(C)c12	-15.9	.	-0.7	-0.9	2.0	3.8	-13.9	-0.3	-0.2	-0.4
COc1ccc(N(CC(=O)N2CCOCC2)S(C)(=O)=O)cc1Cl	0.6	0.2	0.0	2.3	-0.8	2.5	6.7	5.6	34.8	-0.3
O=c1c2ccccc2nc(/C=C/c2ccc([N+](=O)[O-])o2)n1-c1ccc(O)cc1	-7.7	0.0	1.6	-0.5	-4.3	-16.6	-2.8	18.4	-11.3	-1.8
Clc1ccc(-[n+]2c(-c3cccc(Br)c3)[nH]c3nc4ccccc4nc32)cc1	-33.9	0.2	i	-2.5	-2.0	0.9	-9.2	-4.7	9.0	-1.2
COc1ccc(CS(=O)(=O)CC(C)(O)c2ccccc2Cl)cc1 (stereo unspecified)	-10.3	-0.2	-0.5	-0.4	-0.8	5.2	-6.7	-8.5	-2.4	1.9
CN(CCOc1ccccc1)C(=O)C1CCC(=O)N(CCc2ccc(Cl)cc2)C1 (stereo unspecified)	-12.2	-1.8	-0.5	-4.1	-1.1	28.8	-1.2	-1.8	-0.2	-2.3
Cc1ccc(C2CC(=O)C=C(Nc3ccc(Cl)cc3)C2)cc1 (stereo unspecified)	7.5	.	-0.1	0.2	4.0	0.1	1.5	5.6	11.9	1.0
Cc1ccnc(NS(=O)(=O)c2ccc(NC(=O)CCc3ccccc3)cc2)n1	-0.6	0.4	i	-1.5	-5.6	-7.5	-1.7	9.6	5.1	-3.8
N#Cc1ccccc1OCCCN1CCC(C(O)(c2ccccc2)c2ccccc2)CC1	.	0.4	.	-0.5	.	.	0.6	-0.6	.	.
O=C(CCCCO)c1ccc(O)c(Cl)c1	-12.5	-0.2	-4.0	0.2	.	1.9	-4.3	11.2	.	-0.6
CS(=O)(=O)N1CCN(C(=S)NCc2ccc(F)cc2)CC1	-0.2	.	-0.1	0.7	0.4	0.3	1.1	4.9	-1.2	-1.6
Cc1cc(Cl)c2ccc(Cl)cc2n1	-4.8	0.2	i	-0.2	-0.2	-4.1	-4.1	0.6	7.7	0.8
CN(CC(=O)Nc1ccccc1Br)C(=O)Cn1[nH]c(=O)c2ccccc2c1=O	-12.1	2.0	-2.9	-1.9	.	3.1	10.2	0.1	.	0.9
NC(=O)c1c(NC(=O)C(=O)N2CCOCC2)sc2c1CCC2	-0.1	-0.5	i	1.0	-0.3	2.7	2.8	4.4	15.0	-0.5
O=C(NC1=NCCS1)c1ccccc1Cl	-3.5	0.6	i	1.3	3.9	-2.2	-8.3	3.2	2.3	-0.4
O=C(c1ccc(COc2ccc(Cl)cc2)o1)N1CCN(Cc2ccc3c(c2)OCO3)CC1	16.3	.	-6.9	-0.1	-5.8	22.9	-1.6	30.1*	3.5	1.1
Oc1cc(-c2cccnc2)cc2cccnc12	53.8*	-7.1	i	-0.2	.	0.5	4.1	-5.8	.	3.2
CC(OC(=O)C1CCN(c2ccc(C(F)(F)F)cn2)CC1)C(=O)Nc1cccc([N+](=O)[O-])c1 (stereo unspecified)	6.2	3.1	i	.	.	-10.9	.	8.5	.	-0.9
O=C(Nc1ccc(Cl)cc1)c1ccc2ncsc2c1	6.2	1.3	-0.8	-0.7	-6.3	-5.7	1.6	-0.7	-2.4	-0.4
Cc1cc(C)n(-c2cccc3cccnc23)n1	8.5	.	-0.3	-0.3	-1.9	-1.1	-0.9	5.9	2.9	1.1
CCN(CC)C(=O)C1=C(C)N(CCCN2CCCC2=O)C(=O)C(CC(=O)NC2CCCC2)C1 (stereo unspecified)	.	0.0	0.0	-0.7	.	1.7	5.8	5.6	.	.
COc1ccccc1CNS(=O)(=O)c1ccc(S(=O)(=O)NC2CC2)cc1	-12.7	1.3	-0.5	-1.3	-3.7	5.4	12.9	5.1	6.7	-0.5
Cn1nc(C(C)(C)C)c([N+](=O)[O-])c1C(=O)Nc1cccc2ccccc12	14.7	1.1	i	0.0	4.6	-8.1	1.2	6.9	8.5	9.8

Random excerpt: two entries already listed, in no set order.
SMILES	PriA SSB inh	TcdB GH inh	Vc quorum ag	BoNT A protease	3CLpro inhibitor	Y pestis TopoI	Anthrax LF inh2	CCHFV vOTU inh	DUSP3 inh	PfHsp40 rescue
O=C(NNC(=S)Nc1ccc(Br)cc1)c1ccccc1Br	-6.3	-1.1	-0.2	-5.0	3.2	5.1	1.0	0.3	7.7	22.3
CC(OC(=O)C1CCN(c2ccc(C(F)(F)F)cn2)CC1)C(=O)Nc1cccc([N+](=O)[O-])c1 (stereo unspecified)	6.2	3.1	i	.	.	-10.9	.	8.5	.	-0.9

Following part:
SMILES	PriA SSB inh	TcdB GH inh	Vc quorum ag	BoNT A protease	3CLpro inhibitor	Y pestis TopoI	Anthrax LF inh2	CCHFV vOTU inh	DUSP3 inh	PfHsp40 rescue
O=C(NCC(c1ccco1)N1CCCCC1)c1cnc(Cl)c(Cl)c1 (stereo unspecified)	-9.5	0.7	i	7.3	.	4.7	-3.6	7.5	.	-0.7
C[C@@H]1CN([C@H](C)CO)C(=O)c2cc(NC(=O)Nc3ccc(F)cc3)ccc2O[C@@H](C)CCCCO[C@H]1CN(C)S(=O)(=O)c1ccc(Cl)cc1	.	0.2&-1.4	.	-0.9	.	.	2.7	12.7	.	.
CC(=O)c1c(C)nc(-c2ccc(Cl)cc2)nc1N=CN(C)C	-9.5	.	2.8	1.7	-2.9	2.5	-1.4	0.5	-2.4	-0.4
Cc1ccc(OCCOCCn2cnc3ccccc3c2=O)c([N+](=O)[O-])c1	-10.4	0.7	-0.2	-0.1	-0.3	14.9	4.2	-10.3	-2.2	-2.0
CC1(C)CC2(CCCN3C(=O)CSC32)CCS1 (stereo unspecified)	6.1	.	-0.3	-0.1	0.7	-1.4	-1.9	4.2	27.5	-0.8
Cc1cccc(N2C(=O)N(c3ccccc3C)C3CS(=O)(=O)CC32)c1 (stereo unspecified)	-18.7	.	-0.6	-0.2	0.3	-2.2	0.9	4.4	10.7	1.8
COc1ccc(S(=O)(=O)N2CCC(C(=O)NCc3cccnc3)CC2)cc1Cl	-6.1	0.6	10.0	-1.9	-2.5	3.4	-10.6	7.3	8.5	-0.7
Cc1cc(=O)n(-c2ccc(Cl)cc2)c(=O)[nH]1	-10.5	2.2	2.8	-0.9	3.1	-0.7	0.8	-10.6	13.0	-0.7
O=C(CN1C(=O)/C(=C/c2ccc(Cl)cc2)SC1=S)NC1C=CS(=O)(=O)C1 (stereo unspecified)	-2.5	-4.2	-0.4	1.0	-1.5	-0.8	2.0	15.6	-22.1	-2.5
Cc1ccccc1NC(=O)CC1SC(=O)N(c2ccccc2)C1=O (stereo unspecified)	-8.4	.	-0.3	-0.1	3.3	-0.7	-4.6	18.9	29.6	0.5
Cc1nn(Cc2c(F)c(F)c(F)c(F)c2F)c(C)c1NC(=O)c1c([N+](=O)[O-])cnn1C	-11.5	.	i	2.1	-5.0	-6.9	-4.1	-3.0	2.6	0.9

Source: PubChem

A portion of the library; rates above refer to the full screens.
